14-3-3 Bad inh – disrupts binding of bovine 14-3-3 zeta to phospho-Bad peptide | TR-FRET 14-3-3zeta/Dy647-pBad peptide displacement, 1 h | inhibition, % at 21.7 µM | 0.71% of 220,000 active | AID 781;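 active means inhibition above about 70%, limit read from the data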;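 further: 0% = full 14-3-3 plus peptide FRET controls and 100% = background without 14-3-3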
FXIa inh 1536 – blocks human coagulation factor XIa protease activity; P03951; purified FXIa, Boc-Glu-Ala-Arg-AMC fluorogenic substrate; inhibition, % at 5 µM; 0.14% of 220,000 active; AID 798;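 active means inhibition of at least 40%; inactive means inhibition below 40%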;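 further: fluorescence of freed AMC excited at 355 nm; 0% = enzyme without compound and 100% = no enzyme blank; many of its hits are not listed in these tables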
Rad51 HR inh – blocks human Rad51 in homologous recombination; Q06609; hRad51 DNA strand exchange, fluorescence dequenching; inhibition, % at 10 µM; 0.085% of 200,000 active; AID 1385;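 active means inhibition above 40% at the single screening dose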;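 further: 0% = DMSO control wells and 100% = blanks with heterologous ssDNA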
Target sequence (Q06609 whole entry, looked up): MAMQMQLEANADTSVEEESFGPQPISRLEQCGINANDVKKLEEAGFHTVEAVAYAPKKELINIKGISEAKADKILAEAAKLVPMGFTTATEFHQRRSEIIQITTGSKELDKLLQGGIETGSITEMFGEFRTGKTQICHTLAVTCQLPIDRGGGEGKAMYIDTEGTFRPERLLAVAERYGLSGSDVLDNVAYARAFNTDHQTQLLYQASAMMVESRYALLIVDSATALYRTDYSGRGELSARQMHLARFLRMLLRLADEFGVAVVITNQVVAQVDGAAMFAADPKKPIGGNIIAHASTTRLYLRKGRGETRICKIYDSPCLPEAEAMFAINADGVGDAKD
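Material: human Rad51–ssDNA filaments; Probe or stimulus: labelled 47-mer dsDNA for strand exchange; Doses: single 10 µM dose; Incubation: 37 °C 15-min filament assembly, 30-min compound preincubation, 15-min exchange; Technique: FRET fluorescence dequenching, excitation 485 nm, emission 520 nm; Measure: Fluorescence-based percent inhibition, control- and blank-normalised; Benchmarks: plate control and blank wells.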
FXIIa inh 1536 – factor XIIa (human) inhibition. P00748. purified FXIIa, Boc-QGR-AMC fluorogenic substrate, 2 h. inhibition, % at 5 µM. 0.3% of 220,000 active. AID 800; in the data active means inhibition above about 40%;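 further: 0% = enzyme with no compound and 100% = blank without enzyme; many of its hits are not listed in these tables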
Target sequence (P00748 20-372 limits assumed): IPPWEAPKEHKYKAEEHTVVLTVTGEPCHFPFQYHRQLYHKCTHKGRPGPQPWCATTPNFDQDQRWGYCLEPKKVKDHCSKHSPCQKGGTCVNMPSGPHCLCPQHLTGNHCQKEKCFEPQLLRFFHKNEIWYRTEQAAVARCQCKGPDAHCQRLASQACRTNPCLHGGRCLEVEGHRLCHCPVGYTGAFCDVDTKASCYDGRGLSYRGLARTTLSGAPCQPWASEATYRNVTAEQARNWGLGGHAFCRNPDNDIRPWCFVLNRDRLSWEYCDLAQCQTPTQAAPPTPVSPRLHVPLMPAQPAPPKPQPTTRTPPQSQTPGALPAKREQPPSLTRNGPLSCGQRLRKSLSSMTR
Target sequence (P00748 373-615 limits assumed): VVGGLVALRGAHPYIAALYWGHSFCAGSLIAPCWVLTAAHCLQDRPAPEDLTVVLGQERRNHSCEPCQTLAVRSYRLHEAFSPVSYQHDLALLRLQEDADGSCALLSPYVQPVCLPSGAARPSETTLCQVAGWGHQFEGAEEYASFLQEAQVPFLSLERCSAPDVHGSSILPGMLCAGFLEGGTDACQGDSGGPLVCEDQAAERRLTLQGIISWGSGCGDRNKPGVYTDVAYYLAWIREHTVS
p97 ATPase inh – human p97 ATPase inhibition; 0.42% of 220,000 active; inhibition, % at 8 µM; P55072; recombinant p97 ATPase, Kinase-Glo ATP luminescence, 3 h; in the data active means inhibition above about 15%;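 further: 0% = DMSO vehicle and 100% = wells lacking enzyme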
MDM2 E3 inh – blocks human Mdm2 ubiquitin ligase activity. 0.11% of 210,000 active. signal enhancement, % at 5 µM. cell-based MDM2 ubiquitination luciferase reporter, 2 h; 0 = plate control, 100 = twice control, blank-subtracted;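 active means signal enhancement of 30% or more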;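 further: luminescence tracks abundance of the self-degrading MDM2-luciferase fusion protein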
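Assay system: stable mammalian line carrying autodegrading MDM2–luciferase fusion reporter; Input: 2000 cells in each well; Compound dosing: single-point 5 µM; Schedule: 2 h compound exposure at 37 °C; Signal: SteadyLite luciferase luminescence after 15 min room-temperature reagent incubation; Evaluation: % luminescence enhancement versus blank-corrected plate control mean; Benchmarks: plate controls and plate blanks.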
eIF4E-4G inh – inhibitors of eIF4E and eIF4G interaction in translation initiation; P63073+Q04637; TR-FRET eIF4E-eIF4GI(517-606) binding, 2 h; inhibition, % at 21.7 µM; 0.37% of 220,000 active; AID 782;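 active means inhibition above about 30%, limit read from the data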;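 further: 0% = full FRET control wells and 100% = background wells lacking eIF4GI fragment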
Wee1 stabilizer – inhibitors of human Wee1 degradation; P30291; HeLa Luc-Wee1K328M stability, luciferase luminescence; 100% = proteasome inhibitor MG132 effect; reporter increase, % at 5 µM; 1.2% of 220,000 active;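 active means activation above the mean of all tested compounds plus 3 SD, set per screening run, cut at about 8.8% in these data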;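 further: cells exposed to compound for 20 h before luminescence read; 0% = DMSO alone and 100% = MG132 at 30 µM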
hK5 inh – kallikrein 5 (human) inhibition; Q9Y337; recombinant hK5, fluorogenic AMC substrate cleavage; inhibition, % at 5 µM; 0.59% of 210,000 active;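 active means inhibition of 40% or more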;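 further: 0% = enzyme controls without compound and 100% = no-enzyme blanks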
Starred values were filed as active, the others as inactive; nt = no result given; [ ] = remark or other dose. Random draw from the library. About 3.5% of those tested had a hit in this group.

Each structure is followed by: 14-3-3 Bad inh	FXIa inh 1536	Rad51 HR inh	FXIIa inh 1536	p97 ATPase inh	MDM2 E3 inh	eIF4E-4G inh	Wee1 stabilizer	hK5 inh
1. C=CCc1cccc2cc(C(=O)NC3CCCC3)c(=O)oc12
    9	1	8	nt	1	-3	6	2	4
2. CC1CC(O)C(C)CN1 (stereo not drawn)
    1	-2	5	2	7	9	-6	5	-1
3. CCOC(=O)NC(=O)c1cn(Nc2ccccc2)c(=O)[nH]c1=O
    -7	1	-2	2	12	-2	-5	4	-3
4. CCOc1ccccc1NC(=O)C1CCN(C(=O)Cc2ccccc2)CC1
    -6	-7	-1	7	-6	-4	-4	-1	-3
5. COc1cc(NC(=O)CSc2nc3ccccc3cc2C)c(C(=O)O)cc1OC
    -17[fluorescence artefact?]	5	-5	16	2	-11	-5	0	-15
6. C=C1CC2C=C(NC(C)=O)CC(C1)C2 (stereo not drawn)
    -7	4	-2	3	8	-1	4	9.6*	16
7. CC12CCC(C(=O)N(Cc3ccccc3)Cc3ccccc3)(OC1=O)C2(C)C (stereo not drawn)
    4	-5	10	1	-6	-32	-5	3	6
8. O=C(O)c1ccccc1C(=O)NCc1ccc(F)cc1
    13	-8	-4	7	3	-1	3[fluorescence artefact?]	-3	-1
9. Cc1nnc(SCc2ccccc2)n(N)c1=O
    4	14	5	12	1	-5	3	-3	-4
10. O=C(Nc1ccccc1)Nc1cc(Cl)cc(Cl)c1
    -9	-5	1	3	3	-7	-5	-3	-19
11. O=C(Cn1c(=O)n(CCc2c[nH]c3ccccc23)c(=O)c2cccnc21)Nc1ccccc1F
    -9	1	nt	7	12	nt	2	0	-9
12. C=CCN1CC(C(=O)N2CCC(Cc3ccc(Cl)cc3)(C(=O)OCC)CC2)CC1=O (stereo not drawn)
    4	0	3	8	-3	-2	-10	2	2
13. COCc1cc(C)nc(SCC(=O)NCc2ccco2)c1C#N
    -3	-4	3	3	5	-16	-3[fluorescence artefact?]	-2	-26
14. COc1ccccc1C(=O)NC(C)C(c1cccs1)N1CCOCC1 (stereo not drawn)
    -10	-4	3	-2	1	-6	0	-3	-21
15. O=C(CSc1ncn[nH]1)Nc1nc(-c2cccc([N+](=O)[O-])c2)cs1
    0	-1	21	11	2	-14	2	-2	-14
16. O=C(COc1ccccc1Br)c1ccc(O)cc1O
    5	-6	-7	31	6	-17	8[fluorescence artefact?]	-1	2
17. Cc1ccc([N+](=O)[O-])cc1NC(=O)c1ccoc1C
    -5[fluorescence artefact?]	3	4	4	3	5	11	-2	-9
18. CC1(C)CC(=O)C(C=NCC2CCCO2)=C(O)C1 (stereo not drawn)
    8	-1	-2	13	-5	-28	14	-1	-10
19. CC(=O)/C(=C/c1ccc(N(C)C)cc1)C(=O)c1ccccc1
    0[fluorescence artefact?]	8	nt	10	2	nt	0[fluorescence artefact?]	0	8
20. CCCNc1ncccc1C(N)=O
    12	2	-3	6	1	3	2	-1	-32
21. CC(C)CCSc1cc(NCCO)c([N+](=O)[O-])c2nonc12
    -6	-2	-6	-1	3	-6	-1	2	-7
22. Cc1ccc(-n2ncc(C#N)c2/N=C/N2CCOCC2)cc1
    0	1	2	7	-2	-6	2	0	-11
23. CC(/C=N/NC(=O)CSc1ccccn1)=C\c1ccc(C(C)C)cc1
    3	13	-9	18	2	4	4	3	-8
24. CN(C)/C=C1\C(=O)N(c2ccc(Cl)cc2)CS1(=O)=O
    -9	-8	-1	6	-1	-9	-5	6	13
25. COc1c(C)cc(C(=O)C2CCCN(C(=O)c3ccc4cc[nH]c4c3)C2)cc1C (stereo not drawn)
    -4	-3	-2	5	-1	-6	1	-2	nt
26. CCNC(=S)N1CCN(S(=O)(=O)c2ccc(C)c(C)c2)CC1
    -9	-2	5	13	1	-1	-1	2	-6
27. Cc1cc(C)c(S(C)(=O)=O)c(Oc2ccccc2C)n1
    3	-10	0	-6	-6	-38	-4	-2	0
28. O=C(CSc1nc(Nc2ccccc2)nc(N2CCOCC2)n1)Nc1ccc([N+](=O)[O-])cc1
    -7[fluorescence artefact?]	3	2	21	-1	-11	7	0	-7
29. O=C(O)CN1C(=O)Nc2ccc(Br)cc2C1c1ccccc1 (stereo not drawn)
    -5[fluorescence artefact?]	3	-5	14	2	-6	10[fluorescence artefact?]	0	-17
30. CSC1=N/C(=C\C=C\c2cccs2)C(=O)S1
    4	8	-5	21	4	-13	-4[fluorescence artefact?]	-1	13
31. COc1cccc(NC(=O)COC(=O)c2c(-c3ccccc3)noc2C)c1
    3	-19	-2	-14	-1	-8	4[fluorescence artefact?]	1	-3
32. COc1cc(/C=N/NC(=S)Nc2cccc(C(=O)O)c2)ccc1O
    0[fluorescence artefact?]	-5	4	-5	-1	-52	1	-5	-6
33. Cc1cc(C)cc(-n2nnnc2SCC(=O)Nc2cccc(NC(=O)c3ccco3)c2)c1
    -12[fluorescence artefact?]	5	-6	14	5	-16	-13	3	-8
34. Cn1c(=O)c2c(nc(N/N=C3\CCCc4ccccc43)n2Cc2ccc(F)cc2)n(C)c1=O
    13	7	20	11	-1	9	-12[fluorescence artefact?]	-1	9
35. O=C(OCC#CCSc1nc2ccccc2o1)c1ccco1
    2	-2	-4	0	2	-6	3	0	0
36. NC(=O)CC(NC(=O)OCc1ccccc1)C(=O)O (stereo not drawn)
    4	2	nt	9	2	-19	-1	-4	-2
37. CCC1C=C(c2ccccc2)C=CN=C1N(CC)CC (stereo not drawn)
    10	14	11	16	-5	-9	-33	-3	2
38. CN(C(=S)Nc1ccccc1)c1ccccc1
    5	9	1	16	8	-26	0[fluorescence artefact?]	-2	-13
39. N#Cc1c(-c2cccs2)cc(-c2cccnc2)nc1N
    10	-4	-97	0	4	-17	0	-3	-57
40. CCNC(=S)N1CCN=C1Nc1nc(C)cc(C)n1
    -1	-3	nt	5	-2	1	2	-1	-5
41. COc1ccccc1CCc1nnc(CCC(=O)NC(C)Cc2cccc(C)n2)o1 (stereo not drawn)
    -2	0	-5	6	-1	-9	0	2	2
42. O=C(Cn1c(=O)oc2ccccc21)NCc1ccco1
    -1	7	8	-3	2	11	2	-1	5
43. O=C(N=Nc1c(O)n(Cc2ccccc2)c2ccccc12)c1ccncc1
    2	7	-22	7	6	-2	10	-3	-5
44. COc1cc(NC(=O)CS(=O)(=O)c2ccccc2)cc(OC)c1OC
    -8	-12	-5	6	-5	-10	6[fluorescence artefact?]	-2	0
45. CCOc1ccc(N(C(C)C(=O)Nc2cccnc2)S(C)(=O)=O)cc1 (stereo not drawn)
    -11	-1	-2	13	5	2	-4	-2	4

Reprinted: compounds 29–42
Each structure is followed by: 14-3-3 Bad inh	FXIa inh 1536	Rad51 HR inh	FXIIa inh 1536	p97 ATPase inh	MDM2 E3 inh	eIF4E-4G inh	Wee1 stabilizer	hK5 inh
29. O=C(O)CN1C(=O)Nc2ccc(Br)cc2C1c1ccccc1 (stereo not drawn)
    -5[fluorescence artefact?]	3	-5	14	2	-6	10[fluorescence artefact?]	0	-17
30. CSC1=N/C(=C\C=C\c2cccs2)C(=O)S1
    4	8	-5	21	4	-13	-4[fluorescence artefact?]	-1	13
31. COc1cccc(NC(=O)COC(=O)c2c(-c3ccccc3)noc2C)c1
    3	-19	-2	-14	-1	-8	4[fluorescence artefact?]	1	-3
32. COc1cc(/C=N/NC(=S)Nc2cccc(C(=O)O)c2)ccc1O
    0[fluorescence artefact?]	-5	4	-5	-1	-52	1	-5	-6
33. Cc1cc(C)cc(-n2nnnc2SCC(=O)Nc2cccc(NC(=O)c3ccco3)c2)c1
    -12[fluorescence artefact?]	5	-6	14	5	-16	-13	3	-8
34. Cn1c(=O)c2c(nc(N/N=C3\CCCc4ccccc43)n2Cc2ccc(F)cc2)n(C)c1=O
    13	7	20	11	-1	9	-12[fluorescence artefact?]	-1	9
35. O=C(OCC#CCSc1nc2ccccc2o1)c1ccco1
    2	-2	-4	0	2	-6	3	0	0
36. NC(=O)CC(NC(=O)OCc1ccccc1)C(=O)O (stereo not drawn)
    4	2	nt	9	2	-19	-1	-4	-2
37. CCC1C=C(c2ccccc2)C=CN=C1N(CC)CC (stereo not drawn)
    10	14	11	16	-5	-9	-33	-3	2
38. CN(C(=S)Nc1ccccc1)c1ccccc1
    5	9	1	16	8	-26	0[fluorescence artefact?]	-2	-13
39. N#Cc1c(-c2cccs2)cc(-c2cccnc2)nc1N
    10	-4	-97	0	4	-17	0	-3	-57
40. CCNC(=S)N1CCN=C1Nc1nc(C)cc(C)n1
    -1	-3	nt	5	-2	1	2	-1	-5
41. COc1ccccc1CCc1nnc(CCC(=O)NC(C)Cc2cccc(C)n2)o1 (stereo not drawn)
    -2	0	-5	6	-1	-9	0	2	2
42. O=C(Cn1c(=O)oc2ccccc21)NCc1ccco1
    -1	7	8	-3	2	11	2	-1	5

Further structures:
Each structure is followed by: 14-3-3 Bad inh	FXIa inh 1536	Rad51 HR inh	FXIIa inh 1536	p97 ATPase inh	MDM2 E3 inh	eIF4E-4G inh	Wee1 stabilizer	hK5 inh
46. Cc1cc(OCC(O)CNC(C)(C)C)ccc1Cl (stereo not drawn)
    -16	-1	12	7	9	5	0	-4	-2
47. O=C(c1ccc([N+](=O)[O-])c(CS(=O)(=O)c2ccc(Cl)cc2)c1)N1CCCCC1
    -5	3	-5	4	2	-5	-3	-1	-1
48. CCOc1ccc(/C=C/C(=O)Nc2ccc(OC)cc2[N+](=O)[O-])cc1
    -8	5	-17	18	3	-4	-1	0	6
49. O=C(COc1cccc(-n2cnnn2)c1)N1CCOCC1
    -1	2	1	12	1	-12	-11[fluorescence artefact?]	3	-2
50. COc1ccc(-c2nc3ccccc3s2)cc1NC(C)=O
    12	-6	6	7	3	-11	3	8	-3
51. O=C(NCc1csc(-c2cccs2)n1)c1ccccc1
    -6	0	8	7	7	0	-3	3	-6
52. Cc1nn(-c2nc3ccccc3s2)c(N)c1-c1ccccc1
    1	-3	-6	-12	4	3	1	2	3
53. COCCNC(=O)C(c1ccc(F)cc1)N(Cc1ccco1)C(=O)CCC(=O)Nc1nccs1 (stereo not drawn)
    -5[fluorescence artefact?]	4	-6	7	2	-12	-16[fluorescence artefact?]	4	-13
54. COC(=O)c1ccccc1NC(=O)CCCn1nc([N+](=O)[O-])c(Br)c1C
    -27	-7	7	0	0	-10	-3	-2	-20

A different layout for part of the listing above:
(7) CC12CCC(C(=O)N(Cc3ccccc3)Cc3ccccc3)(OC1=O)C2(C)C (stereo not drawn)
  14-3-3 Bad inh: 4 | FXIa inh 1536: -5 | Rad51 HR inh: 10 | FXIIa inh 1536: 1 | p97 ATPase inh: -6 | MDM2 E3 inh: -32 | eIF4E-4G inh: -5 | Wee1 stabilizer: 3 | hK5 inh: 6

(17) Cc1ccc([N+](=O)[O-])cc1NC(=O)c1ccoc1C
  14-3-3 Bad inh: -5[fluorescence artefact?] | FXIa inh 1536: 3 | Rad51 HR inh: 4 | FXIIa inh 1536: 4 | p97 ATPase inh: 3 | MDM2 E3 inh: 5 | eIF4E-4G inh: 11 | Wee1 stabilizer: -2 | hK5 inh: -9
